West Nile virus CPE – West Nile virus antiviral activity, cell-based, CPE readout (AID 1621) | West Nile virus-infected cells, CPE inhibition; higher % means a stronger effect | one-dose CPE inhibition, % at 10 µM; IC50 in µM for titrated hits | 290,000 compounds, 0.02% hits; in the data active = a potency from the dose series; inconclusive = CPE inhibition mostly from about 3.7% at the one dose, without a potency; inactive = the rest, 99 in 100 with CPE inhibition below about 2.2%; also: strong numbers were not always called active
WT yeast gro inh – growth inhibition of WT yeast, mitochondrial fusion screen | mitochondrial fusion phenotypic screen, WT strain | inhibition, % at 10 µM | 190,000 compounds, 2.1% hits | AID 1362; in the data active = inhibition above about 58%; tested in S. cerevisiae
T cell modulator – T cell immune modulators affecting CD8 T cell-vesicle binding; 2C CD8+ T cell-vesicle binding, flow cytometry; active compounds read low; calls only at 7 µM; 330,000 compounds, 0.068% hits; AID 2052;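 active = response, share of CD8 T cells binding vesicles, and their 90th percentile fluorescence all below set limits, cut at about 80% in these data, passing the limit was not always enough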
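Benchmarks: naked versus QL9-loaded vesicles / Assay system: purified 2C TCR transgenic mouse naive CD8+ T cells / Technique: high-throughput flow cytometry with anti-B7-1 and anti-CD8 staining / Timing: Cell–vesicle co-incubation 1.5 h at 37 °C, staining 20 min on ice / Read-out: percent CD8+ FL2 mean versus row control / Probe or stimulus: QL9-loaded Drosophila micro-vesicles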
MT stabilizer – microtubule stabilizers in HeLa cells. HeLa tubulin immunostaining HCS, 24 h; share of cells brighter than vehicle mean+2SD. % tubulin-high responders, % at 10 µM. 200,000 compounds, 0.83% hits. AID 2205;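 active = plate Z-score above 3 for both tubulin-high and condensed-nucleus cell shares, with cell loss under 80%, at 10 µM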;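 also: anti alpha tubulin signal scored within the nucleus-defined area of each cell; some results filed as inactive read as strong as hits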
Autophagy mod – alters autophagy in cells | MEF GFP-LC3 puncta imaging; test concentration mostly 10 µM | calls only at 10 µM (by protocol) | 190,000 compounds, 0.98% hits;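 active = percentage of spot-positive cells more than 3 SD above its plate mean, without a fluorescence outlier flag or 80% toxicity; inconclusive = no clear call, values can overlap the other calls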;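 also: spot-positive cell cutoff set from DMSO-treated cells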
b-catenin transl – alters nuclear translocation of beta-catenin in HeLa cells; immunofluorescence imaging; AID 1665; nuclear translocation activity, % at 5 µM; 190,000 compounds, 0.3% hits;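 active = nuclear translocation activity above 50% at 5 µM, with a well cell count of 50 or more; inconclusive = wells under 50 cells across six images, flagged as toxic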;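 also: per-cell ratio of nuclear to cytoplasmic median beta-catenin stain intensity; plate controls were DMSO negative control for no effect and GSK-3 inhibitor IX positive control for full effect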
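Test system: human HeLa cell line; Doses: 5 µM primary, 0.02–20 µM confirmation; Incubation: 24 h compound exposure, 37°C; Detection: beta-catenin immunofluorescence imaging with DAPI; Read-out: beta-catenin nuclear/cytoplasmic ratio, % activation.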
Myeloid diff 2 – compounds promoting myeloid differentiation; ER-HoxA9 myeloid progenitors, lysozyme-GFP differentiation, flow cytometry; calls only at 10 µM; 360,000 compounds, 1% hits; AID 624256;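 active = normalized GFP-positive differentiation at or above the plate's own cutoff, the solvent-only control mean plus 3 SD; inconclusive = no clear call, values can overlap the other calls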;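 also: cells exposed to compound for four days before flow analysis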
Ins promoter up – MIN6 insulin promoter up-regulation. MIN6 insulin promoter-GFP reporter, high-content imaging; active compounds read high. z-score at 5 µM. 190,000 compounds, 0.3% hits;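 active = z-score above 3 at 5 µM with at least 500 cells counted in the well; inconclusive = wells under 500 cells, flagged as cytotoxic or low count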
Lipid droplet – hepatic lipid droplet formation modulation; AML12 mouse hepatocytes, oleate lipid droplets, BODIPY imaging; inhibition, % at 6.5 µM; 240,000 compounds, 0.4% hits; AID 1656;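 active = lipid droplet intensity inhibited by at least 50%, with more than 500 cells counted; inconclusive = wells with under 300 cells, treated as cytotoxic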
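Assay system: AML12 mouse liver cells | Compound: 6.5 µM single-point dosing | Schedule: Overnight exposure | Technique: Fluorescence imaging, 20x objective, two fields per well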
WT yeast gro inh mutant strain – second read-out of WT yeast gro inh, no call of its own (marks repeat the call); inhibition, %; mitochondrial fusion phenotypic screen, mutant strain inhibition
Ins promoter up cell count – recorded beside Ins promoter up, whose call it bears; cell count; measured here: cytotoxicity, nuclei count;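 total cells summed across four imaged fields per well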
Lipid droplet cells 6.5 µM – second read-out of Lipid droplet, no call of its own (marks repeat the call); cell count; measured here: cell count, cytotoxicity flag;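 cells counted across two imaged fields per well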
b-catenin transl cell count 5 µM – also measured in b-catenin transl; calls as there; cell count; measured here: cell count, cytotoxicity flag
T cell modulator vesicle-bound % – recorded beside T cell modulator, whose call it bears; double positive events, %; measured here: CD8+ vesicle-bound cell fraction;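 binding gate set so that unloaded-vesicle control wells show 10% double positive cells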
MT stabilizer Hoechst-high % – also measured in MT stabilizer; calls as there; % Hoechst-high responders; measured here: nuclear condensation Hoechst responders;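 share of cells brighter than vehicle mean plus two SD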
MT stabilizer cytotoxicity % – further read-out of MT stabilizer, marked with its call; toxicity, %; measured here: cytotoxicity by cell density;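 0% = mean cell density of plate MIN control wells and 100% = no cells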
Autophagy mod cell loss 18 h – recorded beside Autophagy mod, whose call it bears; toxicity, %; measured here: cell loss, nuclei count;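 cell loss after 18 h compound exposure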
Myeloid diff 2 GFP+ MAC1+ % – recorded beside Myeloid diff 2, whose call it bears; GFP+ MAC1+ double positive, %; measured here: differentiation confirmed by MAC1 staining
Starred values were filed as active, the others as inactive; i = inactive; ? = inconclusive; · = not tested or not shown; + = active, no number.

SMILES	West Nile virus CPE	WT yeast gro inh	WT yeast gro inh mutant strain	T cell modulator	T cell modulator vesicle-bound %	MT stabilizer	MT stabilizer Hoechst-high %	MT stabilizer cytotoxicity %	Autophagy mod	Autophagy mod cell loss 18 h	b-catenin transl	b-catenin transl cell count 5 µM	Myeloid diff 2	Myeloid diff 2 GFP+ MAC1+ %	Ins promoter up	Ins promoter up cell count	Lipid droplet	Lipid droplet cells 6.5 µM
CC(=O)c1cccc(NC(=O)c2nc(-c3ccccc3)oc2C)c1	-0.6%	-4	5	i	16	1.6	2.1	6.5	i	26	·	·	i	0.5	-0.79	1239	-2	794
O=C(CNC(=O)C12CC3CC(CC(C3)C1)C2)N/N=C\c1ccco1	-0.4%	·	·	i	8	·	·	·	·	·	·	·	i	0.7	·	·	-6	653
Cc1c(Cl)cccc1Nc1nc(N)nc(CSC(=S)N2CCOCC2)n1	-1.0%	1	4	i	52	2.6	2.4	6.3	i	39	0.5	1083	i	0.5	·	·	1	769
CC(Nc1oc(-c2ccco2)nc1C#N)c1ccccc1 (stereo not drawn)	-1.1%	49	43	i	31	2.1	4.1	5.6	i	-11	-0.1	924	i	0.5	·	·	10	683
O=C(OCc1ccc(Cl)cc1Cl)c1cccnc1Cl	0.0%	-19	-26	i	48	2.0	1.4	4.2	i	-6	1.2	1327	i	0.7	0.23	1652	·	·
O=c1[nH]ncc(N2CCN(C(c3ccccc3)c3ccccc3)CC2)c1Cl	-1.4%	69*	36*	i	60	3.3	2.7	8.5	i	-3	-0.7	1064	i	0.9	-0.03	1318	-11	629
COc1ccccc1/C=C/C=N/NC(=O)CCn1nnc2ccccc21	-0.2%	5	9	i	61	8.0	3.4	9.2	i	3	1.7	1085	i	0.5	-0.13	1339	-2	697
O=C(c1ccnc(Cl)c1)N1CCCC(N2CCN(c3ccccc3F)CC2)C1 (stereo not drawn)	0.3%	·	·	i	26	·	·	·	·	·	·	·	i	2.3	·	·	-1	716
Cc1ccc2c(Cl)c(C(=O)NCCc3ccccc3)sc2c1	-1.1%	-4	-12	i	44	3.1	2.1	8.6	i	6	-3.4	953	i	0.1	0.78	1424	10	657
CN(C)c1ccc(/C=N/NC2=NS(=O)(=O)c3ccccc32)cc1	-0.3%	·	·	i	29	·	·	·	·	·	·	·	i	0.2	·	·	3	821
CC(=O)Nc1ccc(C(=O)NCC(=O)OCc2ccccc2F)cc1	0.1%	7	6	i	46	3.2	2.7	9.8	i	10	4.2	869	i	0.5	0.4	1576	-7	666
Cc1ccc(Cn2c(O)c(N=O)c3ccccc32)cc1	1.0%	48	6	i	60	2.6	1.2	4.5	i	-1	0.1	1504	i	0.3	-0.15	1453	-16	558
O=C(c1cccs1)c1coc2ccc(O)cc12	0.9%	-11	12	i	24	1.3	0.9	8.5	i	-10	·	·	i	0.3	0.76	825	·	·
CC(C)c1ccc(NC(=O)CSc2nc3ccsc3c(=O)n2Cc2ccc(C(=O)O)cc2)cc1	0.2%	·	·	i	19	·	·	·	·	·	·	·	i	2.1	·	·	5	721
COc1cccc(/C=N/NC(=O)C(C)n2nnc3ccccc32)c1 (stereo not drawn)	-0.5%	-8	-11	i	42	2.0	2.3	5.5	i	0	-3.5	532	i	0.4	0.4	1339	14	602
Cc1nc(-c2cccc(Cl)c2)n[nH]1	0.2%	·	·	i	32	·	·	·	·	·	-0.9	1262	i	0.4	0.11	1071	5	614
COc1ccc(OC)c(NC(=O)CC(Cc2ccccc2OC)C(=O)O)c1 (stereo not drawn)	1.0%	-4	-3	i	10	4.7	4.0	8.6	i	1	0.7	1401	i	0.6	-0.63	1721	·	·
COc1ccc(OC)c(NC(=S)NCc2cccnc2)c1	-0.5%	-14	-6	i	35	3.0	1.9	3.7	i	4	1.2	487	i	1.0	0.46	1219	-1	651
O=C(O)CCc1nn2c3ccccc3n(Cc3ccccc3F)c2nc1=O	0.5%	-4	7	i	20	3.7	3.6	8.7	i	-3	-6.1	1035	i	0.2	-0.46	1328	10	695
COCCNC(=S)N/N=C/c1ccc(OCc2ccc(C(=O)OC)cc2)cc1	0.7%	9	6	i	61	3.3	2.2	5.8	i	-11	-1.3	1088	i	0.3	0.93	1425	12	692
COc1ccc(C(=O)NCC(=O)OCC(=O)Nc2cc([N+](=O)[O-])ccc2F)cc1	0.1%	3	9	i	29	2.2	2.2	6.9	i	0	6.4	521	i	0.2	·	·	-2	715
COc1ccccc1-n1nnnc1SCC(=O)N1CCCC1=O	1.2%	·	·	i	27	·	·	·	·	·	·	·	i	0.8	·	·	-15	705
Cn1c(SC/C=C/c2ccccc2)nnc1-c1cnccn1	-0.4%	-24	-11	i	9	2.5	1.7	2.8	i	21	-0.8	1015	i	0.5	0.29	1169	0	724
Cc1cc(=O)[nH]c(SCC(=O)N2CCCC(C)C2)n1 (stereo not drawn)	0.5%	·	·	i	24	·	·	·	·	·	·	·	?	·	·	·	4	809
CC(=O)Nc1ccc(NC(=O)C2CCN(C(=O)c3ccc([N+](=O)[O-])cc3)CC2)cc1	1.7%	-1	2	i	62	4.2	3.2	9.1	i	-8	-6.1	1042	i	0.2	-0.84	1627	18	680
Cc1nnc(SCCn2c(N(C)Cc3ccccc3)nc3c2c(=O)[nH]c(=O)n3C)s1	0.1%	15	2	i	42	2.0	3.4	8.1	i	-3	-6.5	1163	+	7.1*	-1.3	902	·	·
CCCC(C)NC(=O)CSc1nc(-c2ccccc2)cn1N (stereo not drawn)	-0.1%	-1	5	i	60	1.1	1.7	4.7	i	3	-2.1	1121	i	0.3	-0.5	1311	3	646
Cc1ccc(C2=NNC(=Nc3ccc(F)cc3)SC2)cc1	-1.8%	35	-16	·	·	5.6	1.2	3.9	i	11	-1.6	1267	i	0.3	-0.41	902	10	688
CCNC(=O)C1CC(=O)N(Cc2ccc(F)cc2)C(=Nc2ccc(OC)cc2)S1 (stereo not drawn)	-0.8%	1	-35	i	35	1.9	0.6	1.3	i	-15	1.2	1147	i	2.4	-0.31	1349	·	·
Cc1nc(SCC(=O)NCCc2ccccc2)c2oc3ccccc3c2n1	-0.4%	1	-7	i	40	3.3	1.4	9.4	i	3	-1.6	1322	i	2.3	0.13	1462	·	·
COc1ccc(CCNC(=O)C2(C)CCC(=O)N2Cc2ccc3c(c2)OCO3)cc1OC (stereo not drawn)	-0.4%	16	11	i	42	2.1	3.4	9.5	·	·	-2.4	1085	i	3.5	0.62	1521	7	676
CCOC(=O)c1cnc2ccccc2c1Nc1cccc(C(=O)O)c1	-0.1%	1	-14	i	64	3.1	2.4	5.0	i	-9	0.7	1132	i	0.2	-0.59	1256	36	693
CC1CCC(NC(=O)CN(C)S(=O)(=O)c2cnc[nH]2)CC1 (stereo not drawn)	0.8%	-5	-21	i	19	2.9	1.9	7.3	i	-8	-1.5	1154	i	0.8	0.48	1300	16	714
CC1=NC(C)Cc2ccccc21 (stereo not drawn)	0.0%	9	6	i	16	3.1	2.9	5.9	i	-3	-3.0	854	i	0.3	-0.43	1620	·	·
CC1Cc2nc(SCC(=O)Nc3ccc4c(c3)OCO4)n(Cc3ccccc3)c(=O)c2S1 (stereo not drawn)	0.0%	-5	8	i	17	3.3	0.9	5.4	i	5	-0.2	1000	i	1.7	-0.97	1109	1	656
CCOc1ccccc1NC(=O)NCCCCc1ccccc1	-0.1%	·	·	i	8	·	·	·	·	·	·	·	i	1.0	·	·	-1	828
COc1ccc(CN(C)C(=O)Cn2ccsc2=N)cc1OC	0.7%	·	·	i	42	·	·	·	·	·	·	·	i	0.9	·	·	-10	818
Cc1cc(C)n(-c2nc3ccccc3n3nnnc23)n1	0.6%	3	46	i	35	3.2	2.9	6.9	i	2	0.2	857	i	0.5	1.4	1244	9	740
O=C1CN(C(=O)c2cnccn2)c2ccccc2N1	0.1%	-15	-8	i	33	2.5	4.1	2.8	i	-4	-2.8	1012	i	0.4	-0.28	1195	·	·
CCOP(=O)(c1ccc(N(C)C)cc1)C(O)c1ccc(Cl)cc1 (stereo not drawn)	-0.6%	·	·	i	33	2.1	1.7	13	i	-1	0.1	980	i	1.8	-0.18	1300	·	·
CCCCC(=O)N(c1ccc(C(=O)O)cc1)c1nc(-c2ccc(Cl)cc2)c(CC)s1	-0.2%	19	5	i	29	1.3	1.6	9.2	i	15	0.2	1577	i	0.4	-1.1	1389	-4	707

Gathered by group: the compounds so far containing a nitro group on carbon (2)
SMILES	West Nile virus CPE	WT yeast gro inh	WT yeast gro inh mutant strain	T cell modulator	T cell modulator vesicle-bound %	MT stabilizer	MT stabilizer Hoechst-high %	MT stabilizer cytotoxicity %	Autophagy mod	Autophagy mod cell loss 18 h	b-catenin transl	b-catenin transl cell count 5 µM	Myeloid diff 2	Myeloid diff 2 GFP+ MAC1+ %	Ins promoter up	Ins promoter up cell count	Lipid droplet	Lipid droplet cells 6.5 µM
COc1ccc(C(=O)NCC(=O)OCC(=O)Nc2cc([N+](=O)[O-])ccc2F)cc1	0.1%	3	9	i	29	2.2	2.2	6.9	i	0	6.4	521	i	0.2	·	·	-2	715
CC(=O)Nc1ccc(NC(=O)C2CCN(C(=O)c3ccc([N+](=O)[O-])cc3)CC2)cc1	1.7%	-1	2	i	62	4.2	3.2	9.1	i	-8	-6.1	1042	i	0.2	-0.84	1627	18	680
